H69AR inhibit – growth inhibitors of human H69AR lung tumor cells. AID 598. viability, % at 10 µM. 6% of 85,000 active. H69AR lung tumor viability, ATP luminescence, 72 h; hits give low values;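 active = viability at or below 40%; inactive = viability above 40%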;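 note: multidrug resistant small cell line overexpressing MRP-1 efflux transporter; 100% = mean luminescence of untreated control wells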
HUVEC inhibit – human endothelial cell proliferation inhibition. HUVEC proliferation, CellTiter-Glo luminescence, 72 h; hits give low values. 1.1% of 86,000 active. viability, % at 10 µM (by protocol);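 active = viability at or below 30%; inactive = viability above 30%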;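 note: 100% = median luminescence of DMSO-only cell control wells on each plate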
ERa SRC1 inh – blocks coactivator binding to human estrogen receptor alpha; P03372; TR-FRET ER-alpha LBD / SRC-1 peptide, estradiol-bound; inhibition, % at 25.6 µM; 1.7% of 86,000 active; in the data active = inhibition above about 50%;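 note: 0% = receptor plus peptide control and 100% = peptide only without receptor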
Target sequence (P03372 whole entry, looked up, the tested form may be a part): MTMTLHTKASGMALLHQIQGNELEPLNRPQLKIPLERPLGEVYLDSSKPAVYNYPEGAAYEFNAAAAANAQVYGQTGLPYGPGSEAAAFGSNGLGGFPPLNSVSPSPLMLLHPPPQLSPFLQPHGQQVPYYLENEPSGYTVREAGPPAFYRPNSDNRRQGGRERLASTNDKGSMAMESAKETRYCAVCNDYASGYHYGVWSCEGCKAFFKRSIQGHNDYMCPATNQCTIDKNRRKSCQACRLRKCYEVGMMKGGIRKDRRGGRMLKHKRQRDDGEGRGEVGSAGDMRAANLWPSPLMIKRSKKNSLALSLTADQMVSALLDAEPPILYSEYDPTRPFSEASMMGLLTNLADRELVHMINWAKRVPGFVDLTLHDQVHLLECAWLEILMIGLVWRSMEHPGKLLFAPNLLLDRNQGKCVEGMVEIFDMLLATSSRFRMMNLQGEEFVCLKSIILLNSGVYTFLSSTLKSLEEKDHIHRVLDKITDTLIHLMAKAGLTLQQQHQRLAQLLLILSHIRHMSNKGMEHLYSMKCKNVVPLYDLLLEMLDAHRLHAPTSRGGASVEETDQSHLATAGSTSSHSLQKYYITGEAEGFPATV
CD11b adhes inh – inhibitors of human CD11b/CD18 binding to fibrinogen; P05107+P11215; K562 CD11b/CD18 adhesion to fibrinogen, ATPlite luminescence; Mn2+ added to activate the integrin; inhibition, % at 10 µM; 0.54% of 93,000 active; AID 1497;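 active = primary inhibition of 50% or more at 10 µM, then 40% or more on retest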; note: some results filed as inactive read as strong as hits
CYP2C19 activ – increases human CYP2C19 enzyme activity; AID 1025; 96,000 tested, under 10 active; P33261; activation factor at 5 µM; recombinant CYP2C19, luciferin-H EGE luminescence; hits give high values; 0 = fully inhibited enzyme, 1 = untreated enzyme;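 active = activation factor of at least 2 at 5 µM in the primary screen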;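 note: 0 = wells with 2.5 mM tranylcypromine and 1 = vehicle-only wells; values of inactives mirror those of a sister screen read the other way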
Target sequence (P33261 whole entry, looked up): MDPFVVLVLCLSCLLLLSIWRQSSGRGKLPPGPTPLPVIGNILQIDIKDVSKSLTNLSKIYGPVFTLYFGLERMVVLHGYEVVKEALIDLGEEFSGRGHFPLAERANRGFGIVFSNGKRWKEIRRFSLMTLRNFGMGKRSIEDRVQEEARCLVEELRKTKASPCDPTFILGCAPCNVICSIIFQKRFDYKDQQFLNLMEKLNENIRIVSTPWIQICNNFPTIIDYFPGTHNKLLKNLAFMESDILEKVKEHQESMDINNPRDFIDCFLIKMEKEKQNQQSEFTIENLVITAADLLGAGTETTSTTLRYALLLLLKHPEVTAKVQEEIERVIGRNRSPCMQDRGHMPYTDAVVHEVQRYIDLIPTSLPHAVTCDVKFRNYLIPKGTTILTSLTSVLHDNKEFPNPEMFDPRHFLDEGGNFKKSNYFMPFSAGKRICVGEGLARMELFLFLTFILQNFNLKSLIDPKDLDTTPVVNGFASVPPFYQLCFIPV
ERa SRC1 pot – enhances coactivator binding to human estrogen receptor alpha | P03372 | TR-FRET ERalpha-LBD/SRC-Cy5 coactivator binding, 2 h; 100 = basal binding, no effect | coactivator binding (% of control), % at 25.6 µM | 1.3% of 86,000 active | AID 639; in the data active = activity above about 200%;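 note: binding measured in presence of low estradiol as agonist stimulus; 0% = peptide alone without receptor and 100% = receptor with peptide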
Lung fibro prol – blocks proliferation of human lung fibroblasts; LL 47 human lung fibroblast viability, ATP luminescence; hits give low values; viability, % at 10 µM; 1.1% of 85,000 active; AID 719;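 active = viability at or below 50% in the single dose screen; inactive = viability above 50%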;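 note: compound exposure lasted 72 h before the ATP readout; 100% = median luminescence of untreated cell-only wells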
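Test system: LL 47 human lung fibroblasts / Quantity: 1,150 cells in each well / Medium: IMEM growth medium with 15% fetal bovine serum / Incubation: 72 h compound exposure at 37 °C after overnight plating / Detection: CellTiter-Glo luminescence measuring cellular ATP / Read-out: % viability versus median cells-only luminescence / Benchmarks: cell-only wells, no compound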
CYP2C19 inhib – blocks human cytochrome P450 2C19. 21% of 96,000 active. CYP2C19 Supersomes, luciferin-H EGE luminescence, 30 min. AID 778. P33261. inhibition, % at 5 µM;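 active = CYP2C19 inhibition above a set limit at 5 µM in the primary screen, cut at about 50% in these data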;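 note: plate controls were negative control wells for no effect and 2.5 mM tranylcypromine positive control for full effect; values of inactives mirror those of a sister screen read the other way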
Mac1 fbg enh – enhancers of human CD11b/CD18 binding to fibrinogen; K562 CD11b/CD18 adhesion to fibrinogen, ATPlite luminescence; activation, % at 10 µM; 0.07% of 93,000 active; AID 1499;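 active = 10 µM primary screen giving 50% or more activity, confirmed by 40% or more on retest at that dose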; note: strong numbers were not always called active; reference of the scale not given here
Active calls of the source: *; . = no result given; [ ] = another dose, or the depositor's remark.

The line under a structure holds: H69AR inhibit | CD11b adhes inh | ERa SRC1 inh | CYP2C19 inhib | CYP2C19 activ | HUVEC inhibit | Mac1 fbg enh | Lung fibro prol | ERa SRC1 pot
1. Cn1c(SCc2ccccc2)nnc1-c1cccs1
 : 91 | -9 | -4 | 41 | 0.6 | 107 | -3 | 95 | 108
2. CCOC1(OCC)N=C(N)C2(C#N)C(c3cccc(C)c3)C12C#N (stereo not drawn)
 : 87 | . | -4 | 29 | 0.7 | 92 | . | 96 | 104
3. CCOc1ccc(NC(=O)CSc2nnc(C3CC3)n2N)cc1
 : 95 | -8 | 0 | -7 | 1.1 | 85 | -2 | . | 124
4. COc1ccc(C2CC(=O)c3c(ccc4ccccc34)N2)cc1OC (stereo not drawn)
 : . | -5 | . | 14 | 0.9 | . | -3 | . | .
5. Cn1c2ccccc2c2ncn(CCC3=CCCCC3)c(=O)c21
 : 74 | -1 | -2 | 71* | 0.3 | 70 | -4 | 99 | 93
6. COC(=O)C(C)Sc1nc2c(c(=O)n(C)c(=O)n2C)n1CCC(C)C (stereo not drawn)
 : 75 | . | 16[fluorescence artefact?] | . | . | 97 | . | 100 | 100
7. COc1ccc(-c2nnc(N(C)C(=O)c3cccnc3)s2)cc1
 : 92 | -15 | 8 | 9 | 0.9 | 97 | 5 | 96 | 85
8. C=CCSc1n[nH]c(-c2ccc(OC)cc2)n1
 : 92 | -23 | -8 | 34 | 0.7 | 104 | -2 | 100 | 111
9. CCOC(=O)c1nnn(-c2nc(OC)nc(N(C)C)n2)c1-c1ccccc1
 : 78 | 3 | -2 | 28 | 0.7 | 92 | -6 | 97 | 118
10. Cc1cc(C)cc(OCC(=O)Nc2ccc(F)cc2)c1
 : 87 | -18 | 9 | 59* | 0.4 | 107 | -1 | 103 | 79
11. CCCCOC(=O)c1ccc(NC(=S)NC(=O)c2c(Cl)cnn2CC)cc1
 : . | 1 | . | 17 | 0.8 | . | -8 | . | .
12. Nn1c(-c2cccc(Br)c2)n[nH]c1=S
 : 100 | 6 | -20 | -7 | 1.1 | 99 | 2 | . | 117[fluorescence artefact?]
13. CCN(C(=O)COc1ccccc1)c1nnc(-c2cccnc2)s1
 : 88 | -21 | 4[fluorescence artefact?] | 20 | 0.8 | 95 | -1 | 105 | 115
14. CC(C)CC(OC(=O)c1cccs1)C(=O)NCc1ccco1 (stereo not drawn)
 : 95 | 8 | 21 | 44 | 0.6 | 95 | 3 | 97 | 168[fluorescence artefact?]
15. O=[N+]([O-])c1cccc(CN(CCO)Cc2ccccc2)c1
 : . | 1 | . | 41 | 0.6 | . | -1 | . | .
16. CC1N(O)C(C)(C)C(c2ccccc2)=[N+]1[O-] (stereo not drawn)
 : 116 | . | -40 | . | . | 97 | . | 99 | 107
17. Cc1c(C(=O)N2CCC(C(N)=O)CC2)sc(N)c1C#N
 : . | 2 | . | -2 | 1 | . | -7 | . | .
18. CCCCN1C2=NCCCN2c2ccccc21
 : 100 | . | -10 | -12 | 1.1 | 97 | . | 97 | 108
19. Cc1ccc(C(=O)CSc2nnnn2C(C)C)c(C)c1
 : 96 | -9 | -4 | 77* | 0.2 | 105 | 4 | 107 | 99
20. O=C1CCCN1CN(C(=O)c1ccc2c(c1)OCO2)c1cccc(Cl)c1
 : 92 | -8 | -1 | 22 | 0.8 | 103 | -3 | 101 | 110
21. O=C1CCC(=O)N1OCCOc1ccc2c(c1)CCC2
 : 90 | -5 | -7 | -5 | 1.1 | 90 | 1 | 95 | 109
22. COc1cc(NC(=O)c2cc(-n3cnnc3)ccc2Cl)cc(OC)c1
 : 94 | -23 | -12 | 11 | 0.9 | 93 | 2 | 94 | 100
23. Cc1ccc(S(=O)(=O)N(c2nc(N(C)C)nc(N(C)C)n2)n2cnnc2)cc1
 : . | 19 | . | -6 | 1.1 | . | -1 | . | .
24. COCCNC(=O)COc1ccc(Br)cc1Cl
 : 88 | -9 | 1 | 40 | 0.6 | 102 | -3 | 99 | 109[fluorescence artefact?]
25. O=C(Nc1ccc(Cl)cc1C(=O)NCCN1CCOCC1)c1ccc(Cl)cc1Cl
 : 38* | 3 | -1 | 10 | 0.9 | 77 | -2 | 92 | 107
26. Cn1c(=O)c2[nH]c(-c3ccccc3O)nc2n(C)c1=O
 : . | -26 | . | 4 | 1 | . | -2 | . | .
27. CCCOc1ccc(C2C(C(=O)OC)=CN(CCOC)C=C2C(=O)OC)cc1
 : 87 | . | -10 | 20 | 0.8 | 102 | . | 99 | 116
28. S=c1[nH]nc(-c2ccc3ccccc3n2)o1
 : 92 | -30 | 0 | 17 | 0.8 | 89 | 4 | 97 | 471*[fluorescence artefact?]
29. Cc1cc(C#N)c(C)n1-c1cc(C(F)(F)F)ccc1N1CCOCC1
 : 101 | -15 | -11 | 99* | 0 | 95 | 0 | 97 | 113
30. COc1ccccc1N1CCN(C(=O)c2ccc3c(=O)n(Cc4ccco4)c(=S)[nH]c3c2)CC1
 : 73 | 15 | 5 | 25 | 0.8 | 90 | -5 | 99 | 105

ERa SRC1 pot: hit marks shown above
nr	compound	CD11b adhes inh	ERa SRC1 inh	CYP2C19 inhib	CYP2C19 activ	Mac1 fbg enh	ERa SRC1 pot
28	S=c1[nH]nc(-c2ccc3ccccc3n2)o1	-30	0	17	0.8	4	471*[fluorescence artefact?]

Next section
The line under a structure holds: H69AR inhibit | CD11b adhes inh | ERa SRC1 inh | CYP2C19 inhib | CYP2C19 activ | HUVEC inhibit | Mac1 fbg enh | Lung fibro prol | ERa SRC1 pot
31. CCOc1ccc(-c2nc(CSCC(=O)N3CCN(c4cccc(OC)c4)CC3)c(C)o2)cc1
 : 96 | 30 | 5 | 83* | 0.2 | 76 | 3 | 92 | 98
32. C=CCNC(=O)c1ccc2nccnc2c1
 : 89 | . | 6 | . | . | 84 | . | 101 | 106
33. COc1ccc(-c2cn3ccc4ccccc4c3n2)cc1
 : 68 | . | -9 | . | . | 78 | . | 99 | 95[fluorescence artefact?]
34. CCCCOc1ccc(NC(=O)CSCC(=O)OCC)cc1
 : 90 | 2 | -7 | 14 | 0.9 | 95 | -3 | 110 | 108
35. O=C(CS(=O)CC(=O)N(CC(=O)NC1CCCC1)C1CCCCC1)Nc1ccc(F)cc1 (stereo not drawn)
 : . | -20 | . | 8 | 0.9 | . | -3 | . | .
36. CC1CCC(C(=O)NC(C(=O)NCc2ccccn2)C(C)C)CC1 (stereo not drawn)
 : . | -10 | 0[fluorescence artefact?] | 12 | 0.9 | . | -5 | . | 96[fluorescence artefact?]
37. CCOC(=O)c1ccc2nc3c(cc2c1)CCS3
 : 102 | -3 | 2 | 4 | 1 | 87 | 0 | 105 | 112
38. O=C1C=C(NCCNc2c(F)c(F)c(CO)c(F)c2F)CCC1
 : 99 | 0 | -3 | 5 | 1 | 92 | 1 | 100 | 109
39. O=C(NCc1ccc2c(c1)OCO2)c1ccc2snnc2c1
 : 93 | -4 | -39[fluorescence artefact?] | 66* | 0.3 | 109 | -2 | 107 | 156[fluorescence artefact?]
40. CC(C)n1c(Nn2cnnc2)nc2ccccc21
 : 104 | -10 | -39 | -1 | 1 | 97 | -1 | 119 | 92
41. C=CCc1c(C)[nH]c(=S)c(C#N)c1C
 : 94 | 3 | 13[fluorescence artefact?] | 6 | 0.9 | 87 | -2 | 98 | 85
42. Cc1cccc(CCNC(=O)C2CCC(CNc3c(N4CCCC4)c(=O)c3=O)CC2)c1 (stereo not drawn)
 : 99 | 5 | -11 | 13 | 0.9 | 103 | 2 | 102 | 116
43. CN(C)C(=O)CCc1nc2sc3c(c2c(=O)[nH]1)CCCC3
 : 91 | -2 | -1 | 47 | 0.5 | 101 | -3 | 104 | 94
44. Cc1oc(-c2ccc(F)cc2)cc1-c1nn2c(-c3ccoc3C)nnc2s1
 : 90 | -13 | 79*[fluorescence artefact?] | 2 | 1 | 98 | 73 | 91 | 67[fluorescence artefact?]
45. O=C1c2ccccc2S(=O)(=O)N1CCOc1ccc(F)cc1
 : 101 | 9 | -5 | 99* | 0 | 97 | 0 | 100 | 92
46. Cc1ccc(C)c(S(=O)(=O)NCc2ccc(C(=O)N3CCCCC3C)cc2)c1 (stereo not drawn)
 : 48 | -29 | -2[fluorescence artefact?] | 57* | 0.4 | 94 | 16 | 86 | 107
47. CCCCc1c(O)nc(SCC(=O)N2CCOCC2)n(-c2ccccc2C)c1=O
 : 99 | 7 | -3 | -9 | 1.1 | 105 | 6 | 97 | 112
48. CCN1C(=O)C2(/C(=C(\O)c3ccc4c(c3)OCCO4)C(=O)C(=O)N2CCCOC)c2ccccc21 (stereo not drawn)
 : 97 | -9 | -1 | -12 | 1.1 | 91 | -6 | 99 | 108
49. COc1ccc(C2C(C#N)=C(N)SC(N)=C2C#N)cc1OC
 : 87 | -32 | -10 | 19 | 0.8 | 92 | -1 | 103 | 120
50. Cc1nc(SCC(=O)OCc2ccccc2)c(C#N)c(-c2ccccc2)c1C(=O)Nc1ccccc1
 : . | -6 | . | 19 | 0.8 | . | -2 | . | .
51. CN(C(=O)C1CCCO1)c1nnc(-c2ccccn2)s1 (stereo not drawn)
 : 95 | 6 | -2 | -6 | 1.1 | 101 | 2 | 110 | 108
52. CCCn1c(=N)n(CC(=O)c2cccs2)c2ccccc21
 : 99 | . | -16[fluorescence artefact?] | 4 | 1 | 105 | . | 91 | 115
53. COc1ccc(CN2CC(C(=O)NCCCN3CCN(C)CC3)CC2=O)cc1 (stereo not drawn)
 : 100 | 0 | -1 | -4 | 1 | 108 | -2 | 102 | 111
54. O=C(Nc1ccc(C2CCCCC2)cc1)C1CCCN(c2ncccn2)C1 (stereo not drawn)
 : 53 | -6 | 16[fluorescence artefact?] | 18 | 0.8 | 56 | 14 | 93 | 223*[fluorescence artefact?]
55. O=C(Nc1ccc2oc(-c3ccccc3Cl)nc2c1)c1ncn[nH]1
 : 96 | 14 | 67*[fluorescence artefact?] | 8 | 0.9 | 92 | 19 | 90 | 224*[fluorescence artefact?]
56. O=C(c1ccccc1)c1cccn1CC(=O)N1CCN(c2ccc(F)cc2)CC1
 : 80 | -2 | 2 | 33 | 0.7 | 100 | 2 | 96 | 111
57. Cc1cc(NC(=O)Nc2ccc(F)cc2)no1
 : 88 | . | 0 | 29 | 0.7 | 83 | . | 101 | 82
58. Cc1cc(NC(=O)Cn2nnc3sc4c(c3c2=O)CCCC4)no1
 : 93 | -15 | 7 | 6 | 0.9 | 87 | 4 | 93 | 152
59. COc1cc(NC(=O)c2ccc(C)cc2)c(OC)cc1NC(=O)CN1CCOCC1
 : 75 | -7 | 3[fluorescence artefact?] | -3 | 1 | 92 | -1 | 99 | 98
60. CCOC(=O)N1CCN(C(=O)Cn2cc3c(n2)CCCC3)CC1
 : 101 | -1 | -2 | 10 | 0.9 | 106 | 3 | 99 | 91
61. COC(=O)c1cc(C)sc1NC(=O)CCCC(=O)O
 : 84 | -2 | -4 | -4 | 1 | 95 | -2 | 99 | 125[fluorescence artefact?]
62. CCC(OC(=O)CCc1nc2ccccc2[nH]c1=O)C(=O)c1ccccc1 (stereo not drawn)
 : 87 | 12 | -6 | 99* | 0 | 112 | -4 | 113 | 99[fluorescence artefact?]
63. COCCCN1C(=O)c2ccc(C(=O)O)cc2C1=O
 : 101 | -3 | 9 | -9 | 1.1 | 94 | -1 | 96 | 111[fluorescence artefact?]
64. O=C(c1ccc(COc2ccccc2Cl)o1)N1CCCC1
 : 92 | -8 | -7 | 30 | 0.7 | 99 | -6 | 96 | 112
65. CC(C)Nc1oc(Cc2cccc3ccccc23)nc1C#N
 : 87 | -5 | -6 | 99* | 0 | 88 | -2 | 90 | 103

Screening data: PubChem BioAssay, several laboratories
